Screens as filed in PubChem BioAssay.
Ba/F3 V617F tox – lowers viability of Ba/F3 cells expressing EpoR and JAK2V617F. ATP luminescence. inhibition, % at 5.6 µM. 220,000 compounds, 1.1% hits;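 active = inhibition above the campaign mean plus 3 SD over all tested compounds, cut at about 24% in these data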;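 also: cytokine-independent growth of Ba/F3 cells driven by EpoR plus mutant JAK2; 0% = DMSO-treated cells and 100% = JAK inhibitor I control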
PPC-1+TRAIL kill – kills PPC-1 cancer cells in the presence of TRAIL; cell killing (% activity), % at 4 µM; AID 1443; PPC-1 cells + TRAIL, ATPLite viability luminescence; 220,000 compounds, 0.41% hits;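 active = cell killing above 50% in the first pass at 4 µM, then a duplicate retest at 5 µM averaging 50% or more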;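 also: plate controls were cells with TRAIL plus DMSO for no effect and medium-only wells lacking cells for full effect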
Furin inhibitor – human furin inhibition | purified furin, fluorogenic substrate cleavage | inhibition, % at 30 µM | P09958 | 220,000 compounds, 0.061% hits | AID 463115; in the data active = inhibition above about 25%; also: inactives centre near -15
Target sequence (P09958 108-714 limits assumed): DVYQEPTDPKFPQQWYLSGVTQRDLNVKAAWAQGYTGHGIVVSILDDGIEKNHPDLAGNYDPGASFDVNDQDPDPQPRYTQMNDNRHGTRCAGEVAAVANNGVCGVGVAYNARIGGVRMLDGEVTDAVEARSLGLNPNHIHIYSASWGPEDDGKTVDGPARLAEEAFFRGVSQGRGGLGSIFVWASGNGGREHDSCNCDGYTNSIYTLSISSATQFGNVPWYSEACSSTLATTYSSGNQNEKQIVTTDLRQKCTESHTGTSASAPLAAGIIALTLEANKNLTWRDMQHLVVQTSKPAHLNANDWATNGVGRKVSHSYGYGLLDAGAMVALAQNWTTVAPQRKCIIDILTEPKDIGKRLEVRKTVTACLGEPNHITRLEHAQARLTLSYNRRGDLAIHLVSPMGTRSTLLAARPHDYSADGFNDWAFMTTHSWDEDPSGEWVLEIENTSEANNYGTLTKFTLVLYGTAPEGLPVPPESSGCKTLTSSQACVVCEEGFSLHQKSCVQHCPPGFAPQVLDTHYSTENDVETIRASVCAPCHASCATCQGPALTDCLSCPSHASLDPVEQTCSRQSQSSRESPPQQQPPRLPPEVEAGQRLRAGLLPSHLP
EP2 antag – EP2 receptor (human) inhibition | P43116 | C6 glioma cells expressing human EP2, cAMP TR-FRET; cells stimulated with saturating PGE2 | inhibition, % at 25 µM | 260,000 compounds, 0.52% hits;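 active = percent inhibition above 40 after rounding to a whole number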;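 also: rat C6 glioma host cells with rolipram phosphodiesterase inhibitor present; the protocol text gives 20 µM as final concentration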
TbHK1 inh – T. brucei hexokinase 1 inhibition | 220,000 compounds, 0.11% hits | inhibition, % at 10 µM | recombinant TbHK1, G6PDH-coupled NADH A340 | AID 1430;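 active = inhibition of 50% or more in the single-dose primary screen; inactive = inhibition below 50%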
RBBP9 inhibitor – blocks human serine hydrolase RBBP9; recombinant RBBP9, FP-Rh probe fluorescence polarization; 220,000 compounds, 0.2% hits; inhibition, % at 7.94 µM; O75884;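 active = inhibition above the campaign mean of all tested compounds plus 3 SD, cut at about 14% in these data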;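 also: plate controls were DMSO wells with RBBP9 for no effect and wells lacking RBBP9 protein for full effect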
Target sequence (O75884 whole entry, looked up): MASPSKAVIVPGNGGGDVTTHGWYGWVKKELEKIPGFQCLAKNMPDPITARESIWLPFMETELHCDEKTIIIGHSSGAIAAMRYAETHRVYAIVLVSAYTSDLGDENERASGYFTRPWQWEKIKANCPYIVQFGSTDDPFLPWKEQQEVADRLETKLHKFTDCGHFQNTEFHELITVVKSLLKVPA
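Test system: recombinant human RBBP9; Timing: 30 min then 45 min, 25 °C; Detection: fluorescence polarization; Control set: RBBP9 with DMSO as uninhibited control, no-protein wells as full inhibition; Compound dosing: one concentration, 7.94 µM nominal, 0.794% DMSO; Probe or stimulus: FP-Rh activity-based probe, 375 nM before mixing.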
p47phox inh – blocks human p47phox regulatory protein of NADPH oxidases. P14598. p47phox/p22phox peptide binding, fluorescence polarization, 2 h. inhibition, % at 24.7 µM. 220,000 compounds, 0.53% hits. AID 1274;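 active = inhibition above about 30%, limit read from the data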;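 also: 0% = p47phox with labelled peptide and 100% = labelled peptide alone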
p97 inhibitor – human p97 ATPase inhibition | recombinant p97 ATPase, Kinase-Glo ATP luminescence, 3 h | P55072 | 220,000 compounds, 0.42% hits | inhibition, % at 8 µM; in the data active = inhibition above about 15%;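 also: 0% = DMSO vehicle and 100% = wells lacking enzyme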
BaF3 tox – parental Ba/F3 viability inhibition as JAK2V617F counter-screen; CellTiter-Glo ATP luminescence; inhibition, % at 5.6 µM; 220,000 compounds, 1.1% hits;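 active = inhibition above a per-campaign cutoff, the mean inhibition of all tested compounds plus 3 SD, cut at about 27% in these data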;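 also: 0% = DMSO wells and 100% = JAK Inhibitor I control wells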
Active calls of the source: *; . = no result given; + = active, no number; & = joins results of further samples; [ ] = remark or other dose.

SMILES	Ba/F3 V617F tox	PPC-1+TRAIL kill	Furin inhibitor	EP2 antag	TbHK1 inh	RBBP9 inhibitor	p47phox inh	p97 inhibitor	BaF3 tox
COc1ccc(Cc2nnc(SCC(=O)NC(C)c3ccccc3)o2)cc1 (stereo unspecified)	-2	5	-14	8	0	-3	3	6	3
CCCCn1c(/N=C/c2ccccc2NS(=O)(=O)c2ccc(C)cc2)nc2ccccc21	6	24	-3	8	-3	-6	-1	-4	5
COC(=O)c1ccccc1NC(=S)NC(=O)c1ccc(C)cc1	1	3	-11	7	-11	-4	-28	6	4
COc1cc(C(=O)NNC(=S)NC(=O)/C=C/c2ccccc2)cc(OC)c1OC	-1	18	-14	3	-18	-7	-17	-3	0
Cc1csc2ncc(C(=O)NCc3ccccc3Cl)c(=O)n12	-1	-12	-46	14	-24	-10	-7	-4	2
Cc1ccc(SCc2nn(C)c(Cl)c2C=O)cc1	-1	2	-16	11	-6	6	5	4	4
CCOc1cc(/C=N/NC(=O)Cn2nc([N+](=O)[O-])cc2C)ccc1OCc1ccc(F)cc1	-5	17	-27[20 µM]	24	-2	-4	6	0	-3
Cc1cc2sc3ccccc3c(=O)c2c(C)c1O	3	-6	-6	6	-10	-1	-9	5	8
COc1cc2[nH]c(=O)n3nc(-c4ccccc4)nc3c2cc1OC	-4	14	-15	9	-12	-4	1	3	2
O=C(CSc1nnnn1Cc1ccccc1)NCCc1ccccc1	-3	10	-29	10	2	-4	-10	2	5
CC(C)N1CCN(Cc2ccc(Sc3nncn3C)o2)CC1CCO (stereo unspecified)	1	10	-18	7	-6	-12	-7	-3	-1
CCOC(=O)C1=C(C)Nc2nnnn2C1c1cccnc1 (stereo unspecified)	4	-11	-8[20 µM]	10	-4	-1	-10	-2	11
CCOC(=O)c1c(NC(=O)CN2CCOCC2)sc2c1CCCC2	-2	-11	-18	3	-7	-8	-15	0	4
CCc1nnc(NC(=O)CCC(=O)N2CCN(Cc3cc(F)ccc3OC)CC2)s1	2	24	3	14	5	-3	5	-5	4
COc1ccc(S(=O)(=O)N/N=C\c2ccc(OC)c(COc3ccc(C)cc3[N+](=O)[O-])c2)cc1	-3	12	-5[20 µM]	16	4	2	-12	-1	0
C#Cc1ccc([C@@H]2C=C(C(=O)NCc3ccccc3)O[C@H](OCC)[C@H]2CCCO)cc1	4	1	-21	14	5	-10	2	2	-2
Cc1nnn(-c2nonc2N)c1C(=O)N/N=C/c1ccccc1O	0	24	-13	9	-18	2	-14	5	6
COc1ccccc1NS(=O)(=O)c1cc(C(=O)NCCC(C)C)ccc1F	3	20	-21	5	1	-2	-1	0	3
CC(=O)Nc1ccc(NC(=O)C2CC(=O)Nc3nc4ccccc4n32)cc1 (stereo unspecified)	3	4	-18	4	-9	-2	-35	4	-8
Cc1onc(-c2c(Cl)cccc2Cl)c1C(=O)Nc1ccc2c(c1)OCCO2	1	3	-22	6	-5	2	-5	1	5
O=C(NCC1CC1)NC(=O)c1c(F)cccc1Cl	-2	-8	-10	9	-7	1	-4	5	-2
COc1ccc(N(CC(=O)NCCSc2ccccn2)S(C)(=O)=O)cc1	-2	24	-15[20 µM]	2&7	31	-9	-18	-3	-1
Cc1nnsc1C(=O)Nc1cc(Cl)ccc1Cl	-2	10	-13[20 µM]	6	2	0	-16	4	6
CN(C)C(=O)Cn1c(SCC(=O)NCc2ccc3c(c2)OCO3)nc2ccccc21	0	16	-17[20 µM]	3	0	-5	-9	8	4
O=C(CN(CC(=O)N1CCOCC1)S(=O)(=O)c1ccc(Br)s1)N1CCOCC1	5	.	-8[20 µM]	.	7	-13	.	0	9
CC(=O)Nc1ccc2nc(-c3ccccn3)[nH]c2c1	-1	35	-44	18&9	-18	-4	-6	2	7
Cc1nn(Cc2ccccc2)c(C)c1/C=N/NC(=O)CNc1cccc(C(F)(F)F)c1	0	-1	-15	5	-1	-9	-9	2	4
COc1cccc(CN2CCN(Cc3[nH]c4ccccc4c3C)CC2CCO)c1 (stereo unspecified)	-1	9	-16	4	-1	-3	-2	0	5
COc1ccc(OCc2nnc(SCC(=O)O)n2N)cc1	0	20	-24	11&11	1	-8	-7	4	0
O=C(NNc1ccc(Cl)cc1)c1c(F)cccc1Cl	-1	15	-15	10	-11	-5	-20	3	3
COc1ccccc1NC(=S)NNC(=O)c1nn(C)cc1Cl	3	10	14[20 µM]	17	-3	-4	-19	-6	4
Cc1cc(C(F)(F)F)nn1CC(=O)NCC1CCCO1 (stereo unspecified)	0	11	-19	5	1	4	-11	4	3
Oc1cccc(CCC2CCCCN2Cc2cn[nH]c2-c2ccc3c(c2)OCO3)c1 (stereo unspecified)	7	-11	-1	3	15	-3	-3	-1	11
Cn1c(/C=C/N2CCOCC2)c(C(=O)c2ccc(Br)cc2)c(=O)n(C)c1=O	-2	2	-22[20 µM]	7	-28	-6	-7	2	6
Cc1cccc(-n2c(SCCC(=O)O)nnc2-c2cccs2)c1C	1	17	-15	19	-7	-8	-6	-4	2
O=C(C[n+]1cc(-c2ccc(F)cc2)n2c1CCC2)Nc1nc(-c2ccc(F)cc2)cs1	-2	9	-22	7	21	-3	-8	8	2
CN1C/C(=C/c2ccsc2)C(=O)/C(=C/c2ccsc2)C1	1	5	-19	8	-21	-2	-11	4	3
O=c1[nH]c2ccccc2nc1C(F)(F)C(F)F	2	23	-14	7	-14	-1	0	3	1
CC(C)(C)c1[nH]nc2c1C(c1ccoc1)C(C#N)=C(N)O2 (stereo unspecified)	0	27	-20[20 µM]	10	2	5	-9	4	4
Cc1c(N2C(=O)CSC2c2ccccc2)c(=O)n(-c2ccccc2)n1C (stereo unspecified)	-1	-8	-15	8	1	-9	-5	1	3

Grouped by structure: the entries above containing a COOH group (2)
SMILES	Ba/F3 V617F tox	PPC-1+TRAIL kill	Furin inhibitor	EP2 antag	TbHK1 inh	RBBP9 inhibitor	p47phox inh	p97 inhibitor	BaF3 tox
COc1ccc(OCc2nnc(SCC(=O)O)n2N)cc1	0	20	-24	11&11	1	-8	-7	4	0
Cc1cccc(-n2c(SCCC(=O)O)nnc2-c2cccs2)c1C	1	17	-15	19	-7	-8	-6	-4	2

The listing continues.
SMILES	Ba/F3 V617F tox	PPC-1+TRAIL kill	Furin inhibitor	EP2 antag	TbHK1 inh	RBBP9 inhibitor	p47phox inh	p97 inhibitor	BaF3 tox
Cc1cc2nc3ccc(=[N+](C)C)cc-3sc2cc1N	68*	72*[5 µM]	-6	+	66*	8	+	-20	85*
CCCCNC(=O)COC(=O)CCC(=O)c1ccc(Cl)cc1	2	11	-24	5	-5	-7	0	-2	9
CCOC(=O)N1CCC(N2CC34C=CC(O3)C(C(=O)Nc3ccc(C(C)C)cc3)C4C2=O)CC1 (stereo unspecified)	-3	-7	12	5	-5	2	-10	14	2
CCCCn1c(=O)[nH]c2nc3cc(N)ccc3nc2c1=O	1	-5	8	9	3	2	-13	3	3
O=C(NC1CCS(=O)(=O)C1)c1ccc(S(=O)(=O)NCC2CCCO2)cc1 (stereo unspecified)	-2	-7	-16[20 µM]	11	-9	-5	-4	-4	1
Cc1ccc(S(=O)(=O)C(C#N)c2nc3ccccc3nc2N2CCC(C)CC2)cc1 (stereo unspecified)	-4	3	-13	15	6	3	-33	4	3
CCNC(=O)NCc1c(C)c(C)n(Cc2ccccc2)c1-n1cccc1	3	15	-16	3	7	-1	2	-3	7
O=C(/C=C/c1cccc2ccccc12)N1CCOCC1	2	4	-21	4	-6	-10	3	-5	4
CCOC(=O)c1ccc2nc(C)cc(Nc3cccc(C(=O)O)c3)c2c1	-4	20	-9	5	-10	-1	-10	6	4
CCCCCCC1/C(=N/O)CCC1C(=O)OC (stereo unspecified)	1	3	-6[20 µM]	8	0	-2	3	-3	5
O=C(CSc1ccc(Br)cc1)N1CCN(C(=O)c2ccco2)CC1	-2	13	-38	9	-2	-2	-2	4	7
Cc1cc(OC(=O)c2cc(F)c(F)cc2Cl)nc(C)n1	-4	20	-22[20 µM]	4	0	-3	-3	2	1
Cc1ccc(-c2csc(NC(=O)N3CCOCC3)n2)cc1	-2	14	-23	6	-3	-2	-5	1	3
Cc1nn(-c2ccccc2)c(Oc2ccccc2)c1C=O	1	-11	-16	12	-5	-5	-7	-4	6
COCCNc1nc(C)cc(-c2cc(C(=O)NC3CCCC3)on2)n1	.	-10	-26	17	-15	.	5	.	.
Nc1nc(SCC(=O)Nc2ccccc2)[nH]c(=O)c1NC(=O)c1cccs1	-4	5	-17	8	-2	-11	0	8	2
CCOc1ccc(NC(=O)c2nn(C)cc2Br)cc1	-1	41	-20	10	7	-3	-13	-9	4
Cc1nc(Cl)sc1C(=O)Nc1ccc(Cl)cc1	0	1	-10	4	-3	-9	-7	1	4
COc1ccc(O)c(/C=N/c2sc(C)c(C)c2C#N)c1	-3	35	-21[20 µM]	4	2	1	-56	3	3
O=c1c(Cl)c(O)c2cccc3c4ccccc4n1c23	-3	24	-25	4	-20	-6	-5	12	-1
OCCNC(=S)Nc1ccc(Cl)c(Cl)c1	5	14	-10	4	1	-1	-5	-1	9
CC(C)CNC(=O)c1cnn2c(C(F)(F)F)cc(C(F)(F)F)nc12	2	-5	-9	6	-13	1	9	5	-5
COc1cccc(/C=N/NC(=O)CN(C2=NS(=O)(=O)c3ccccc32)c2ccccc2)c1	-1	18	-12	10	8	-6	17	-2	9
CC(=O)Nc1nnc(SCC(=O)NCCOc2ccccc2)s1	3	-10	-13	14	0	-8	1	-6	1
Cc1nc(SCCOc2ccc(F)cc2)c2ccccc2n1	6	6	-18	6	0	1	-10	-3	7
CCOC(=O)c1sc(/N=C/c2ccc(O)cc2O)cc1C	1	22	-1	5	-36	-4	-16	-1	4
COC(=O)c1cnc(SCc2ccc(C)cc2)n1C	-4	14	-26	9	2	-5	-8	1	-2
O=C(O)CNC(=S)N(Cc1ccco1)Cc1ccccc1Cl	-2	-4	-11	3	4	-2	-17	2	1
O=C(CCc1ccccc1)NCCc1nc2ccccc2[nH]1	-2	-13	-27	6	-3	-2	4	4	-1
CC(=O)Nc1ccc(S(=O)(=O)NCc2ccccn2)cc1	-1	18	-11	3	-6	-2	-5	1	-2
C/C(=N\NC(=O)COc1cc(C)cc(C)c1)c1ccc(N2CCOCC2)cc1	0	19	-11	6	-22	-8	-7	-5	1
CCN(CC)S(=O)(=O)c1ccc(NCC2COc3ccccc3O2)c([N+](=O)[O-])c1 (stereo unspecified)	-2	3	-13	4	7	-8	-16	1	5
Cc1sc2nc(-c3cccnc3)[nH]c(=O)c2c1-c1ccccc1	-1	0	-25	5	-5	0	-21	8	9
COc1ccc(S(=O)(=O)NCC2CCCN(C(=O)c3occc3C)C2)cc1 (stereo unspecified)	-4	10	-19	-2	0	8	-1	1	8
Cn1c(Sc2ccc(C(F)(F)F)cc2[N+](=O)[O-])nnc1-c1ccccc1	0	-1	-13	0	-9	-2	0	-7	3
COc1ccc(Nc2cc(C)c3ccc(O)cc3n2)cc1	-4	27	-1	9	-25	-9	-14	5	-2
COc1cccc(SCC(=O)N2CCN(c3ccccc3)CC2)c1	0	6	4	3	0	0	-2	-7	0

Given with values under each structure: entries from further up
Values run as follows: Ba/F3 V617F tox, PPC-1+TRAIL kill, Furin inhibitor, EP2 antag, TbHK1 inh, RBBP9 inhibitor, p47phox inh, p97 inhibitor, BaF3 tox
> COc1ccc(S(=O)(=O)NCC2CCCN(C(=O)c3occc3C)C2)cc1 (stereo unspecified)
 : -4, 10, -19, -2, 0, 8, -1, 1, 8
> Cn1c(Sc2ccc(C(F)(F)F)cc2[N+](=O)[O-])nnc1-c1ccccc1
 : 0, -1, -13, 0, -9, -2, 0, -7, 3
> COc1ccc(Nc2cc(C)c3ccc(O)cc3n2)cc1
 : -4, 27, -1, 9, -25, -9, -14, 5, -2

A portion of the library; count on the stated rates, not on these rows.
